FXIa inh: human FXIa protease inhibitors, primary screen, biochemical, 1536-well | purified FXIa, Boc-Glu-Ala-Arg-AMC fluorogenic substrate | AID 798, 2007 | inhibition, % at 5 µM | 220,000 compounds, 0.14% hits;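 active = inhibition of at least 40%; inactive = inhibition below 40%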;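 note: fluorescence of freed AMC excited at 355 nm; 0% = enzyme without compound and 100% = no enzyme blank; many of its hits are not listed in these tables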
Target sequence (P03951 19-387 limits assumed): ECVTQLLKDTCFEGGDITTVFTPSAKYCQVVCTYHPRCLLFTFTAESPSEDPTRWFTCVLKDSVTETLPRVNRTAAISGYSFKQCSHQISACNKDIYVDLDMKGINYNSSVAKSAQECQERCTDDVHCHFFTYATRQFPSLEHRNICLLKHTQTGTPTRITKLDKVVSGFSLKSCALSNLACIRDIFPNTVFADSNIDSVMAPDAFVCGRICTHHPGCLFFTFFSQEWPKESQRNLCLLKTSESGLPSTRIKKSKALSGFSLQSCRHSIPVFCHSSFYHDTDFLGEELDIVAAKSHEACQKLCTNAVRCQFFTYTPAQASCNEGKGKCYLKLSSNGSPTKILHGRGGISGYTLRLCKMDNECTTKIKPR
Target sequence (P03951 388-625 limits assumed): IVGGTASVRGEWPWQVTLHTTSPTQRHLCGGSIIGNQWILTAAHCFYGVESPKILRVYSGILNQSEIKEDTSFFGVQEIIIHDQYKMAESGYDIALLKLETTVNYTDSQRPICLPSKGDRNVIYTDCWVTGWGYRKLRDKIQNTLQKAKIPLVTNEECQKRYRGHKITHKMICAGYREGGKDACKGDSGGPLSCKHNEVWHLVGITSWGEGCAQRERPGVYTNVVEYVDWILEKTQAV
eIF4E-4G inh: eIF4E–eIF4G protein interaction inhibitors, primary screen, biochemical, uHTS, TR-FRET, eIF4GI fragment | Eukaryotic translation initiation factor 4E (Mus musculus) + Eukaryotic translation … | TR-FRET eIF4E-eIF4GI(517-606) binding, 2 h | inhibition, % at 21.7 µM | 220,000 compounds, 0.37% hits;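 active = inhibition above about 30%, limit read from the data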;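 note: 0% = full FRET control wells and 100% = background wells lacking eIF4GI fragment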
14-3-3 Bad inh: inhibitors of 14-3-3 zeta/Bad binding, primary screen, biochemical, TR-FRET, bovine 14-3-3 zeta. inhibition, % at 21.7 µM. TR-FRET 14-3-3zeta/Dy647-pBad peptide displacement, 1 h. 220,000 compounds, 0.71% hits. AID 781, 2007;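 active = inhibition above about 70%, limit read from the data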;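 note: 0% = full 14-3-3 plus peptide FRET controls and 100% = background without 14-3-3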
KLK5 inh: human KLK5 protease inhibitors, primary screen, biochemical, 1536-well; AID 873, 2007; Kallikrein-5 (Homo sapiens), Q9Y337; 210,000 compounds, 0.59% hits; inhibition, % at 5 µM; recombinant hK5, fluorogenic AMC substrate cleavage;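 active = inhibition of 40% or more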;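 note: 0% = enzyme controls without compound and 100% = no-enzyme blanks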
FXIIa inh 1536: human FXIIa protease inhibitors, primary screen, biochemical, 1536-well; Coagulation factor XII (Homo sapiens), P00748; purified FXIIa, Boc-QGR-AMC fluorogenic substrate, 2 h; inhibition, % at 5 µM; 220,000 compounds, 0.3% hits; in the data active = inhibition above about 40%;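 note: 0% = enzyme with no compound and 100% = blank without enzyme; many of its hits are not listed in these tables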
Wee1 stabilizer: Wee1 degradation inhibitors, primary screen, cell-based, HeLa, Wee1K328M-luciferase, luminescence; Wee1-like protein kinase (Homo sapiens), P30291; HeLa Luc-Wee1K328M stability; 100% = proteasome inhibitor MG132 effect; reporter increase, % at 5 µM; 220,000 compounds, 1.2% hits; AID 1321, 2008;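 active = activation above the mean of all tested compounds plus 3 SD, set per screening run, cut at about 8.8% in these data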;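 note: cells exposed to compound for 20 h before luminescence read; 0% = DMSO alone and 100% = MG132 at 30 µM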
Rad51 HR inh: human RAD51 strand exchange inhibitors, primary screen, biochemical, fluorescence; DNA repair protein RAD51 homolog 1 (Homo sapiens), Q06609; hRad51 DNA strand exchange, fluorescence dequenching; inhibition, % at 10 µM; 200,000 compounds, 0.085% hits; AID 1385, 2008;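 active = inhibition above 40% at the single screening dose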;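 note: 0% = DMSO control wells and 100% = blanks with heterologous ssDNA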
Target sequence (Q06609 whole entry, looked up): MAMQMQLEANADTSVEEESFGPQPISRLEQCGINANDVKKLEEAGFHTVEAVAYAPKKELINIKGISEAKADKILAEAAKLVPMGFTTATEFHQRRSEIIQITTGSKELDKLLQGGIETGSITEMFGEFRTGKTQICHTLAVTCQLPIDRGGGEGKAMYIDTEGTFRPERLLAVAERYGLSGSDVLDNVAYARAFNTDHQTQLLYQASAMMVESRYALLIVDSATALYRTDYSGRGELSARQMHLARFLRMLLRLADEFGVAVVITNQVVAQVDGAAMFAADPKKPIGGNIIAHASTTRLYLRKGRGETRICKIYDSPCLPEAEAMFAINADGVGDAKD
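material = hRad51 filaments on single-stranded DNA | timing = filaments 15 min 37 °C, then compound 30 min | signal = FRET fluorescence dequenching, excitation 485 nm, emission 520 nm | benchmarks = control wells and blank wells on each plate | evaluation = percent inhibition relative to plate controls and blanks | compound = 10 µM final, single point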
Mdm2 ligase inh: MDM2-luciferase reporter signal enhancers, primary screen, MDM2 E3 ligase inhibitor project, cell-based, luminescence, 1536-well; cell-based MDM2 ubiquitination luciferase reporter, 2 h; 0 = plate control, 100 = twice control, blank-subtracted; signal enhancement, % at 5 µM; 210,000 compounds, 0.11% hits;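 active = signal enhancement of 30% or more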;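 note: luminescence tracks abundance of the self-degrading MDM2-luciferase fusion protein; higher signal means inhibition of MDM2 E3 ligase activity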
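System: stable MDM2–luciferase fusion reporter cells / Input: 2000 cells seeded into each well / Schedule: 4 h settle plus 2 h compound, 37 °C / Compound: single-point 5 µM / Buffer or medium: cells held in DMEM / Benchmarks: control and blank well means / Evaluation: percent signal gain over controls, blank-subtracted / Measured by: luciferase luminescence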
p97 ATPase inh: inhibitors of human p97 ATPase, primary screen, biochemical. recombinant p97 ATPase, Kinase-Glo ATP luminescence, 3 h. inhibition, % at 8 µM. 220,000 compounds, 0.42% hits. AID 1481, 2009; in the data active = inhibition above about 15%;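 note: 0% = DMSO vehicle and 100% = wells lacking enzyme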
* hit, by the source's call; / = no result given; [ ] = another dose, or the depositor's remark.

SMILES	FXIa inh	eIF4E-4G inh	14-3-3 Bad inh	KLK5 inh	FXIIa inh 1536	Wee1 stabilizer	Rad51 HR inh	Mdm2 ligase inh	p97 ATPase inh
CN1Cc2c(N3CCOCC3)nc3sc(C#N)c(N)c3c2CC1(C)C	2	-2	-8	-1	5	4	/	-8	5
Cc1ccc(C)c(S(=O)(=O)N2CCCOC2CNC(=O)C(=O)NCc2ccco2)c1 (stereo not drawn)	3	4	-6	-11	6	-4	5	3	-2
Cc1nn(CC(=O)Nc2ccc(C(=O)N(C)C)cc2)c(=O)c2ccccc12	4	-10	-2	-18	18	1	8	13	5
COc1ccc2c(=O)c(-c3ccccc3)c(C)oc2c1	-5	-4[fluorescence artefact?]	-7	1	-4	2	-6	-5	0
COc1ccc(-n2nnnc2SCC(=O)c2ccc(O)c(O)c2)cc1	-1	-3	-6	10	3	-2	-12	-4	4
COc1cc2c(cc1OC)CN(c1nc(CN3CCCC3)nc3sc(C)c(C)c13)CC2	13	3	23	24	4	1	-9	-21	-2
O=C(CN1C(=O)C2CCCCC2C1=O)Nc1nc(-c2ccccn2)cs1 (stereo not drawn)	-12	5	-2	-194	-31	0	-10	-10	-7
Cc1ccc(C)c(N(CC(=O)N/N=C/c2ccc(-c3ccc([N+](=O)[O-])cc3)o2)S(=O)(=O)c2ccccc2)c1	1	-1	6	-1	-2	1	-21	-14	6
CC(C)Oc1ccc(N2CC(C(=O)NC3=NCCS3)CC2=O)cc1 (stereo not drawn)	30	-2	-3	18	29	1	-8	-27	-4
CC(=O)Nc1ccc(NS(=O)(=O)c2cc(Cl)ccc2Cl)cc1	2	0	-1	1	10	-2	13	-11	-1
Cc1cc2ncn(C(=O)N3CCCCCC3)c2cc1C	7	1[fluorescence artefact?]	-5	-5	17	-1	4	-6	1
O=C(CC1(O)C(=O)Nc2ccccc21)c1cccc(-n2cccc2)c1 (stereo not drawn)	0	2	-8	/	7	2	/	-15	5
COc1ccc(Cc2nc(=S)[nH][nH]2)cc1Br	-2	7	-27	-12	8	0	24	-15	4
CCC(=O)Nc1ccc(S(=O)(=O)Nc2ccccn2)cc1	-2	2	-3	1	4	-2	/	-3	6
Cc1ccc(NC(=O)c2cc(NC(=O)C3CC=CCC3C(=O)O)ccc2N2CCOCC2)cc1 (stereo not drawn)	7	5	-16	-1	0	9	2	-18	4
COCCn1c(C)cc(C(=O)COC(=O)CNC(=O)c2ccccc2)c1C	9	3[fluorescence artefact?]	-14	-6	16	0	-14	-9	4
CC(CN1CCOCC1)C(=O)c1ccccc1 (stereo not drawn)	8	0	5[fluorescence artefact?]	7	13	-2	-3	4	2
COCC(C)n1c(C)cc(C(=O)CSc2nc3ccccc3c(=O)[nH]2)c1C (stereo not drawn)	4	10	-9	2	14	-2	-1	-7	2
COC(=O)c1sc(S(=O)(=O)Nc2ccc(C)cc2)c(C(=O)OC)c1C	12	4	-2	-9	14	-1	/	-12	-2
COc1ccccc1OCC(=O)NNC(=O)C(=O)N1CCCC1	13	-5	13	-10	6	0	12	-21	2
O=C(c1ccco1)n1nc(NCc2ccccc2)nc1NCc1ccccc1	1	3	4	-19	-12	4	-5	13	1
CCCCn1c(N)c(N(CCC(C)C)C(=O)COC(=O)c2ccccc2)c(=O)[nH]c1=O	-3	-3	-12	-3	2	-2	4	-1	2
O=C1c2ccccc2C(=O)N1CCn1nc(Cl)nc1Cl	-1	-3	-4	-28	11	9	0	-5	4
O=C(Nc1ccccc1OC(F)F)c1oc2ccccc2c1COc1ccccc1	3	4	3[fluorescence artefact?]	-10	4	-1	-4	1	0
CC(C)C(O)(C#CCN1CCCC1)c1ccccc1 (stereo not drawn)	8	5[fluorescence artefact?]	52[fluorescence artefact?]	-3	18	0	0	10	4

Single records, as listed above.
COc1ccc2c(=O)c(-c3ccccc3)c(C)oc2c1 as listed: FXIa inh: -5; eIF4E-4G inh: -4[fluorescence artefact?]; 14-3-3 Bad inh: -7; KLK5 inh: 1; FXIIa inh 1536: -4; Wee1 stabilizer: 2; Rad51 HR inh: -6; Mdm2 ligase inh: -5; p97 ATPase inh: 0
Cc1ccc(C)c(N(CC(=O)N/N=C/c2ccc(-c3ccc([N+](=O)[O-])cc3)o2)S(=O)(=O)c2ccccc2)c1 as listed: FXIa inh: 1; eIF4E-4G inh: -1; 14-3-3 Bad inh: 6; KLK5 inh: -1; FXIIa inh 1536: -2; Wee1 stabilizer: 1; Rad51 HR inh: -21; Mdm2 ligase inh: -14; p97 ATPase inh: 6

The list continues:
SMILES	FXIa inh	eIF4E-4G inh	14-3-3 Bad inh	KLK5 inh	FXIIa inh 1536	Wee1 stabilizer	Rad51 HR inh	Mdm2 ligase inh	p97 ATPase inh
CC(C)CCNC(=O)/C=C/c1ccc(Br)cc1	0	-2	6	-7	8	7	21	2	-6
COc1cccc(-n2c(SCC(=O)Nc3cc(C)on3)nc3c([nH]c4ccccc43)c2=O)c1	3	0	4	-7	12	1	8	-7	-1
Fc1ccc2[nH]c3c(c2c1)CN(C(=S)NCc1ccccc1)CC3	12	-2	-7	-2	11	-3	13	-20	7
N#Cc1c(NC(=O)CSc2nc(-c3ccccc3)cc(C(F)(F)F)n2)sc2c1CCC2	-9	5	4[fluorescence artefact?]	-4	2	-3	-4	-11	4
CCCCC(CC)C(=O)Oc1ccc(O)c(C(C)(C)C)c1 (stereo not drawn)	1	1	21	4	5	6	-6	-14	-6
C[N+]1(CC(=O)Nc2ccc(F)cc2)CCN(C(=O)c2ccco2)CC1	0	3	3[fluorescence artefact?]	-2	14	0	/	-3	4
CCC(NS(=O)(=O)c1ccc(C)cc1)C(=O)N1CCC2(O)CCCCC2C1 (stereo not drawn)	2	2	-7	0	7	0	1	/	0
O=C(Nc1ccc(N2CCOCC2)c(Cl)c1)c1ccc([N+](=O)[O-])o1	-5	1	-6	-5	1	3	12	5	3
CC12CC3(C)CC(C)(C1)CC(C(=O)NC(=S)NC(C)(C)C)(C2)C3	2	-5	-1	0	9	-1	1	-5	7
O=C(O)CCCn1nc(-c2ccccc2)c2ccccc21	0	6	5	0	10	-2	0	-8	6
CC(=O)NCC(=O)OCC(=O)Nc1ccc(C(C)=O)cc1	6	-3	-7	3	5	4	/	5	-1
Cc1cc(C(=O)OCC(=O)c2cccc([N+](=O)[O-])c2)c2cccc(C)c2n1	-13	-24	-2	-11	3	0	/	1	-3
Cc1ccc(C(=O)N/N=C\c2sccc2C)cn1	0	3	11	3	7	6	-5	-10	2
Cc1sc2cc3c(c(C(=O)c4ccccc4)[n+]2c1C)-c1cccc2cccc-3c12	2	1[fluorescence artefact?]	-22[fluorescence artefact?]	-6	7	-1	/	-11	3
COC(=O)c1ccccc1NC(=O)CSc1nc(O)c(-c2ccccc2)c(=O)[nH]1	-2	5	-2	-8	10	-2	-8	-12	3
O=C(Nc1ccc2[nH]c(=O)[nH]c2c1)c1ccc(Cl)c(Cl)c1	-7	-2	-2	-1	/	2	5	13	-2
O=C(c1ccco1)N1CCN(Cc2nc3ccc([N+](=O)[O-])cc3c(=O)n2-c2ccccc2F)CC1	6	-5	-8	-9	-6	1	5	-5	6
CCOc1cc(C(c2c(C)[nH][nH]c2=O)c2c(C)[nH][nH]c2=O)ccc1O	4	-2	-2	-2	8	-1	-5	-13	3
FC(F)(F)c1cc(CCN2C(=S)NC[C@@H]2Cc2ccccc2)cc(C(F)(F)F)c1	2	-3	-11	4	11	0	-7	/	-1
O=C(c1ccc2c(c1)OCO2)N1CCCC(c2ccccc2)C1 (stereo not drawn)	4	4	10	-16	15	3	-1	1	-4
Cc1ccc(N(C(=O)C2CCC(=O)N2)C2(C(=O)NC3CCCC3)CCCCC2)cc1 (stereo not drawn)	-6	-16	-14[fluorescence artefact?]	-34	-7	1	-4	-13	-1
COc1cc2c3c(c1)C(C)=CC(C)(C)N3C(=O)C2=O	-3	8	-9	-1	2	-1	10	0	4
O=C(NC1CCCCNC1=O)c1ccccc1 (stereo not drawn)	-3	5	-2	-4	3	4	-4	-7	0
COc1cc(/C=N/NC(=O)c2sc3nc(C)cc(C)c3c2N)ccc1O	-2	-12	3	-1	-2	-3	-2	-1	10
CCCCC1=CC2=CC(=O)C(C)(OC(=O)CC)C(=O)C2=CN1Cc1ccc(OC)cc1 (stereo not drawn)	2	-1	-9	1	8	/	-8	-1	/

3 compounds out of the list above, arranged by the number in eIF4E-4G inh, rising.
compound | eIF4E-4G inh
CCCCC(CC)C(=O)Oc1ccc(O)c(C(C)(C)C)c1 (stereo not drawn) | 1
C[N+]1(CC(=O)Nc2ccc(F)cc2)CCN(C(=O)c2ccco2)CC1 | 3
O=C(NC1CCCCNC1=O)c1ccccc1 (stereo not drawn) | 5

Continuation.
SMILES	FXIa inh	eIF4E-4G inh	14-3-3 Bad inh	KLK5 inh	FXIIa inh 1536	Wee1 stabilizer	Rad51 HR inh	Mdm2 ligase inh	p97 ATPase inh
N=C1/C(=C\c2ccc(-c3cc(Cl)cc(Cl)c3)o2)C(=O)N=C2SC=C(c3ccccc3)N12	6	-6	-8[fluorescence artefact?]	-1	6	0	9	-31	7
COc1ccc(/C=C/C(=O)Nc2nonc2NC(C)=O)cc1	11	1	2[fluorescence artefact?]	-6	2	4	-1	-13	-2
OC(COc1ccc2c(c1)OCO2)CN1CCCCC1 (stereo not drawn)	-2	2	-7	1	7	5	6	-15	1
C=CCc1ccc(OCCN2CCc3ccccc3C2)c(OC)c1	-6	-9	33	-26	-6	-4	1	-16	0
Cc1cc2ccccc2cc1CN1CCOCC1	1	-1	21	-27	8	0	-7	-17	-1
O=C1CCCN1CC(O)CS(=O)(=O)c1ccccc1 (stereo not drawn)	-7	5	-3	-22	3	0	-3	-12	7
O=C1CSC(c2ccccn2)N1c1ccc2ccccc2c1 (stereo not drawn)	-8	3	-4	-18	-1	0	-5	-8	3
O=C(CN1CCOCC1)Nc1ccc(N2CCN(c3ccccc3)CC2)c(F)c1	0	4	-5	2	12	1	5	-11	5
CN(Cc1ccccc1)c1nc(-c2ccc([N+](=O)[O-])cc2)nc2ccccc12	-7	0	6	-2	4	1	5	-1	7
CCC(C)NC(=O)c1ccc2c(SCC(=O)O)c3c(nc2c1)CCCC3 (stereo not drawn)	8	1	5	-8	12	2	/	-11	6
CC(C)NC(=S)N=Nc1c(O)[nH]c2ccc([N+](=O)[O-])cc12	1	1	-23	0	6	-2	3	0	3
CCCS(=O)(=O)N1CCN(CCCc2ccccc2)CC1	-1	-10	20	-24	9	0	5	-17	-2
CN(C(=O)COc1ccccc1C(=O)NCCOc1ccccc1)c1ccccc1	12	-2[fluorescence artefact?]	0[fluorescence artefact?]	-7	13	1	/	-9	-4
COc1ccc(OCCSc2nnc(Cc3cccc4ccccc34)n2N)cc1	10	-2	-1[fluorescence artefact?]	-14	14	-3	13	7	1
O=C(Cc1ccc(S(=O)(=O)N2CCOCC2)s1)NCCC(c1ccccc1)c1ccccc1	7	-6	10[fluorescence artefact?]	-30	16	0	-4	10	0

Assay outcomes from PubChem.
